OX1R antagonist = OX1R (HCRTR1) antagonists, primary screen, fluorescence, CHO/OX1R cells, Fluo-8 calcium, orexin A. Orexin/Hypocretin receptor type 1 (Homo sapiens), O43613. AID 434989, 2010. Fluo-8 calcium fluorescence. 330,000 compounds, 0.43% hits. inhibition, % at 5 µM;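 active means inhibition above its plate's threshold, mean inhibition of all tested compounds on the plate plus 3 SD, cut at about 37% in these data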;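 further: 0% = orexin A challenge wells and 100% = SB-334867-A antagonist wells; not every result past the cut was called active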
Target sequence (O43613 whole entry, looked up): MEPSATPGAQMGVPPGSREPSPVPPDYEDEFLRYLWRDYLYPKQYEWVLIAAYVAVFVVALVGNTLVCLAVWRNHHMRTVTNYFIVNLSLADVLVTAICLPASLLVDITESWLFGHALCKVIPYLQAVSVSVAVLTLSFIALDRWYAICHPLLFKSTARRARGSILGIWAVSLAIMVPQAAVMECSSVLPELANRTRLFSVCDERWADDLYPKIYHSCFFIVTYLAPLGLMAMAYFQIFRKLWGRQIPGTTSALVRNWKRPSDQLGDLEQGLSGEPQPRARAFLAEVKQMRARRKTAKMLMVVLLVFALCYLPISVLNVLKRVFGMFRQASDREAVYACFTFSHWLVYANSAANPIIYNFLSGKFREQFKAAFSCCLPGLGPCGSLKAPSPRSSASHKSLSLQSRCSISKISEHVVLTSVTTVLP
CHT PAM = CHT positive allosteric modulators, primary screen, cell-based, membrane potential dye, choline EC20. CHT-expressing cells; active compounds read high; LV-AA mutant CHT in HEK293 cells. B-score at 10 µM. 310,000 compounds, 0.49% hits. AID 488977, 2010;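 active means initial fluorescence not abnormally high and integrated response B-score, plate-corrected, over 3 SD above library mean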
Target sequence (Q9GZV3 whole entry, looked up): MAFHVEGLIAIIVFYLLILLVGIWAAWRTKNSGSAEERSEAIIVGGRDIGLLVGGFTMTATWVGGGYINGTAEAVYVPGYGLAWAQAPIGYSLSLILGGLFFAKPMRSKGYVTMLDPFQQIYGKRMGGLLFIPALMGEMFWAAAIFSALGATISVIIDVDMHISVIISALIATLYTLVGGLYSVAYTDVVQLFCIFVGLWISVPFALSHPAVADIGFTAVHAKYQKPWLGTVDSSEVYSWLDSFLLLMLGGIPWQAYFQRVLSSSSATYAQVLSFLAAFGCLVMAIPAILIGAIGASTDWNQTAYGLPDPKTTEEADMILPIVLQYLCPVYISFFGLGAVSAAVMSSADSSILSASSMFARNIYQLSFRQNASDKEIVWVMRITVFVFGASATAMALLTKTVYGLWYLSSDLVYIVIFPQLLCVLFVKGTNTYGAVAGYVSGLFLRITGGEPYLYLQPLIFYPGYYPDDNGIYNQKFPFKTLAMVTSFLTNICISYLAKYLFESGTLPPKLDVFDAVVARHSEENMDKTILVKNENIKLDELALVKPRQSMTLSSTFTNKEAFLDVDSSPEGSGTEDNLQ
Starred values were filed as active, the others as inactive; i = inactive; x = not tested or not shown; & = joins results of further samples.

SMILES | OX1R antagonist | CHT PAM
Cc1cc(C)c(S(=O)(=O)c2cccc(C(F)(F)F)c2)c(=O)[nH]1 | -4.0 | i
O=C(N/N=C/c1ccc(Cl)c([N+](=O)[O-])c1)C1CC1 | 7.9 | i
COc1ccc(Cl)cc1NC(=O)Nc1cnccn1 | -14.9 | i
CCN(CC)CCNC(=O)c1cc(S(C)(=O)=O)ccc1OC | -7.3 | x
COCCn1nnnc1C(c1ccc(OC)cc1)N1CCC(C)CC1 (configuration not stated) | -21.8 | i
CCN(CC)S(=O)(=O)c1ccc(NC(=O)c2cccnc2Cl)c(NC(=O)c2cccnc2Cl)c1 | -14.5 | i
COc1ccc(C(C[N+](=O)[O-])n2nc(C)cc2C)cc1 (configuration not stated) | -4.9 | i
OCCCn1c(CCNc2nc(-c3ccc(Cl)cc3)cs2)nc2cc(C(F)(F)F)ccc21 | -21.5 | i
O=C1OC(c2ccccc2)/C(=C(/O)c2ccccc2)C1=O (configuration not stated) | -3.0 | i
COC(=O)[C@]1(Cc2ccccc2)N[C@H](CN(C)C(=O)NC(C)C)[C@@H]2C(=O)N(C)C(=O)[C@@H]21 | -4.5 | x
O=C(NCCC1=CCCCC1)c1cc(-c2ccccn2)nc2ccccc12 | -30.6 | i
O=C(NCc1ccc2c(c1)OCO2)c1c(F)c(F)c(F)c(F)c1F | -11.1 | i
CCC1COC(c2cccn2Cc2ccccc2Cl)=N1 (configuration not stated) | -19.3 | i
Cc1c(O)cccc1C(=O)N[C@@H](CSc1ccccc1)[C@H](O)CN1C[C@H]2CCCC[C@H]2C[C@H]1C(=O)NC(C)(C)C | -27.2&-37.6 | i
CC(C)Oc1ccc(C(CC(=O)O)Cc2ccccc2)cc1 (configuration not stated) | -5.5 | i
CCOC(=O)C1=C(CCc2ccccc2)NC(=O)NC1c1ccc2ccccc2c1 (configuration not stated) | -29.8 | i
N#CC(C#N)=C1CCc2ccccc2N1 | 1.4 | i
O=C1C=C(Nc2ccccc2)CC(c2ccccc2)C1 (configuration not stated) | -6.7 | i
COc1ccc(CNC(=O)C[C@H]2C[C@H](C(=O)N(C(C)C)C(C)C)[C@@]3(C)c4[nH]c5cc(-c6ccco6)ccc5c4CCN3C2=O)cc1OC | -29.9 | x
O=C(COC(=O)c1ccc(S(=O)(=O)Nc2ccccc2)cc1)NCc1ccco1 | 3.7 | i
CC1CCCCN1c1nc2nonc2nc1N1CCCCC1C (configuration not stated) | -33.7 | i
CC1(C)Cc2ccccc2/C(=C/C(=O)N2CCCCCC2)N1 | -16.5 | i
COc1ccccc1OC(C)C(=O)N(Cc1ccco1)C1CCS(=O)(=O)C1 (configuration not stated) | -3.6 | i
COc1ccccc1CCC(=O)OCC(=O)Nc1ccc2[nH]c(=O)[nH]c2c1 | 0.4 | i
O=C(NCc1ccc2c(c1)OCO2)c1ccc(COc2cc(Cl)ccc2Cl)o1 | 8.8 | i

Single records, from the list above:
COc1ccccc1OC(C)C(=O)N(Cc1ccco1)C1CCS(=O)(=O)C1 (configuration not stated) in the list: OX1R antagonist = -3.6; CHT PAM = i
COC(=O)[C@]1(Cc2ccccc2)N[C@H](CN(C)C(=O)NC(C)C)[C@@H]2C(=O)N(C)C(=O)[C@@H]21 in the list: OX1R antagonist = -4.5; CHT PAM = x

Next records follow:
SMILES | OX1R antagonist | CHT PAM
COc1ccc(/C=C2\N=C(SC)NC2=O)cc1 | 11.8 | i
CCCCc1ccccc1NC(=S)NC1CCCC1 | x | i
Cc1cc(C)n(-c2cc(C(C)(C)C)nc3c(-c4ccccc4)cnn23)n1 | -61.5 | i
COc1ccc(/C=C/C(=O)N(C)C2CCS(=O)(=O)C2)cc1OC (configuration not stated) | 5.5 | i
COCCCNC(=S)N(CCN(C)C)Cc1cc2cc3c(cc2[nH]c1=O)OCCO3 | -9.2 | i
O=C(CCCN1C(=O)c2cccnc2C1=O)Nc1ccc(F)cc1Cl | 5.0 | i
O=C(Nc1ccc(C(=O)NCc2ccccc2Cl)cc1)C1=CSCCO1 | -10.5 | i
COc1ccccc1-c1nnc(-c2ccc(N3CCOCC3)cc2)o1 | -9.8 | i
CCOC(=O)N1CC=C2C(C#N)=C(N)C(C#N)(C#N)[C@H](c3ccccc3OCC)[C@H]2C1 | -30.9 | i
CN(C(=O)c1cccc(NC(=O)Cc2cccc([N+](=O)[O-])c2)c1)C1CCCCC1 | -12.3 | x
Cc1cc(NC(=O)CSc2nnc(-c3cccnc3)n2C2CCCCC2C)no1 (configuration not stated) | -11.0 | i
N#CC1(NC(=O)CSc2nnc(Nc3ccccc3F)s2)CCCC1 | 1.5 | x
CN(C(=O)CSc1nc2ccccc2n1C)C1CCS(=O)(=O)C1 (configuration not stated) | -14.8 | x
COc1cc(/C=C/C(=O)NC2CCCCC2)cc(OC)c1OC | -17.4 | i
CCOc1ccc(C/C(O)=C2\C(=O)CC(C)(C)CC2=NCC(=O)O)cc1OCC | -11.6 | i
CCCc1nc2ccccc2c(C(=O)OCC(=O)Nc2cccc(S(=O)(=O)N3CCOCC3)c2)c1CC | -4.7 | i
CN(Cc1ccon1)C(=O)C1CCC(=O)N(Cc2ccc(Cl)cc2)C1 (configuration not stated) | -9.6 | i
CC(=O)N[C@@H](Cc1c[nH]c2ccccc12)C(=O)OCC(=O)Nc1ccc(S(=O)(=O)N(C)C)cc1 | -2.4 | i
O=C(NCC1CCCO1)C(c1cccnc1)N(C(=O)Cc1cccs1)c1ccccc1 (configuration not stated) | -30.8 | i
Fc1c(F)c(F)c(N=Cc2ccc3ncccc3c2)c(F)c1F | -8.7 | i
O=C1c2cccc3cccc(c23)N1CN1CCN(c2ccccn2)CC1 | -11.6 | i
O=C1CCCS(=O)(=O)c2ccccc21 | 0.9 | i
O=C(Nc1ccc(N2CCN(C(=O)c3ccc(Cl)cc3)CC2)cc1)c1cc2ccccc2o1 | 7.9 | i
COc1ccc(C(=O)Nc2nnc(Cc3ccccc3)s2)c(OC)c1 | -2.5 | i
Cc1ccc(C)c(S(=O)(=O)C(C#N)c2nc3ccccc3nc2N2CC(C)OC(C)C2)c1 (configuration not stated) | -10.8 | i

Following part:
SMILES | OX1R antagonist | CHT PAM
CCNC(=S)Nc1ccc(S(=O)(=O)Nc2cc(C)nc(C)n2)cc1 | -8.0 | i
COc1ccc(NC(=O)c2ccc3ccccc3c2OC)cc1 | -31.5 | i
O=C1[C@H]2[C@@H](c3ccc(F)cc3)N3C(=O)N(c4ccc(Br)cc4)C(=O)[C@@]3(Cc3ccc(Cl)cc3)[C@H]2C(=O)N1C1CCCCC1 | -18.4 | i
O=C(N/C(=C\c1ccco1)C(=O)N1CCCC1)c1ccccc1 | -7.9 | i
O=C1c2ccccc2C(=O)N1CC(O)Cn1nnc2ccccc21 (configuration not stated) | -13.1 | i
CCOc1ccc(Cn2c(O)cc(=O)[nH]c2=O)cc1 | 12.4 | i
Cc1ccc(C(=O)COC(=O)[C@@H](NC(=O)c2ccco2)C(C)C)s1 | -17.7 | x
Cc1ccc(CN2CC(C(=O)N3CCN(S(=O)(=O)c4cccc(F)c4)CC3)CC2=O)cc1 (configuration not stated) | -21.6 | i
COCCCNC(=O)COc1cc(C)c(Cl)c(C)c1 | -3.6 | i
Cc1ccc(NC(=O)N2Cc3ccccc3CC2C(=O)NC(C)(C)C)cc1 (configuration not stated) | -30.6 | i
O=C(Nc1cccc(F)c1)c1ccco1 | -6.7 | i
COc1cc([N+](=O)[O-])ccc1NC(=O)/C=C\C(=O)O | -9.3 | i
O=C(COC(=O)/C=C/c1ccccc1)NCc1ccc2c(c1)OCO2 | -15.1 | x
CC(=O)c1cccc(NC(=O)NCc2ccco2)c1 | -4.2 | i
COc1ccc(C(C)=O)cc1COC(=O)CCCN1C(=O)c2ccccc2C1=O | -20.9 | i
COc1ccc(-c2noc(-c3ccccc3-c3ccccc3)n2)cc1 | -29.2 | i
COCCOc1cc(Nc2nnc(C(F)(F)F)s2)c(Cl)cc1Cl | -23.9 | i
CCCn1nc2cc(C(=O)NCCCCc3ccccc3)ccc2c1OCC | -3.5 | i
CCn1nc(NS(=O)(=O)c2ccccc2[N+](=O)[O-])c2cc3cccc(C)c3nc21 | -31.9 | i
COc1ccc(CCNC(=O)c2cccc(S(=O)(=O)N3CCCCC3)c2)cc1 | -26.9 | i
Cc1cc(NCCCn2ccnc2)n2nc(-c3ccc(F)cc3)cc2n1 | -33.0 | 8.02*
O=C(Nc1ncnc2c1C(c1ccccc1)c1c(ccc3ccccc13)O2)c1ccccc1 (configuration not stated) | -17.5 | x
Cc1c([C@@H]2C[C@H]3CN(Cc4cccc(Cl)c4)C(=O)[C@]34CCCN24)cnn1C | -18.7 | i
CC(C)(C)c1cc(NC(=O)CCSc2nnc3ccccn23)cc(C(C)(C)C)c1 | -39.3 | i
O=C(Nc1ccc(Cl)cc1)Nc1nnc(/C=C/c2ccccc2)s1 | -12.9 | i

Some of these compounds in order of their number in OX1R antagonist, high to low.
SMILES	OX1R antagonist
COc1cc([N+](=O)[O-])ccc1NC(=O)/C=C\C(=O)O	-9.3
O=C(Nc1ncnc2c1C(c1ccccc1)c1c(ccc3ccccc13)O2)c1ccccc1 (configuration not stated)	-17.5
COc1ccc(C(C)=O)cc1COC(=O)CCCN1C(=O)c2ccccc2C1=O	-20.9
COc1ccc(-c2noc(-c3ccccc3-c3ccccc3)n2)cc1	-29.2
Cc1ccc(NC(=O)N2Cc3ccccc3CC2C(=O)NC(C)(C)C)cc1 (configuration not stated)	-30.6
Cc1cc(NCCCn2ccnc2)n2nc(-c3ccc(F)cc3)cc2n1	-33.0

Later entries.
SMILES | OX1R antagonist | CHT PAM
Clc1cccc(Cl)c1OCCOCCNCc1ccccc1 | -44.1 | i
O=S(=O)(CC(O)COc1ccccc1Cl)c1ccccc1 (configuration not stated) | -19.1 | i
COCCN(CC(=O)NC1CCCCC1)C(=O)CCCC(=O)Nc1ccccn1 | -12.4 | i
O=C(CN1CCCCCC1)Nc1ccccc1OC(F)F | -14.4 | i
COc1c(C=O)c(CCN(C)C(=O)c2ccc(F)cc2)cc2c1OCO2 | -15.5 | i
COc1cc(C2c3c([nH]c(=O)[nH]c3=O)Nc3ccc4ccccc4c32)cc(OC)c1OC (configuration not stated) | -6.3 | i
CCn1c(=O)c([N+](=O)[O-])c(NC2CCS(=O)(=O)C2)c2ccccc21 (configuration not stated) | -9.4 | i
O=C(O)C1CCCN(C(=O)c2cccc3ccccc23)C1 (configuration not stated) | 2.9 | i
O=C(CSc1ccc2ccccc2c1)Nc1ncccn1 | -11.6 | i
COc1ccc(CCNC(=O)CCC(=O)NC2CCCCC2)cc1OC | -17.3 | i
COc1cc(/C=N/NC(=O)c2cccnc2)cc2c1OCO2 | -1.4 | i
COc1cccc(-c2nn(-c3ccccc3)cc2C(=O)OCC(=O)Nc2ncc(Cl)cc2Cl)c1 | -19.6 | i
c1ccc(Cn2nnnc2C(c2cccs2)N2CCc3ccccc3C2)cc1 (configuration not stated) | -4.0 | i
O=C(COC(=O)c1ccccc1O)NCCCc1ccccc1 | -11.1 | i
CCC(C)c1ccc(OCC(=O)Nc2ccc(CN3CCOCC3)cc2)cc1 (configuration not stated) | x | i
N#C/C(=C/c1ccc(O)cc1)C(=O)NCc1ccc(Cl)cc1 | -8.3 | i
CC(C)CN(C(=O)COC(=O)c1ccccc1SCC(=O)NC1CCCCCC1)C1CCS(=O)(=O)C1 (configuration not stated) | -31.1 | i
CCOC(=O)C1(CCCc2ccccc2)CCN(S(=O)(=O)N(C)C)CC1 | -14.1 | i
Cc1c(NC(=O)C(C)OC(=O)/C=C/c2ccc(OC(F)F)cc2)c(=O)n(-c2ccccc2)n1C (configuration not stated) | -15.2 | i
COc1ccccc1C(=O)NNC(=O)C(=O)NC(C)(C)C | -8.7 | i
COC(=O)C1=CN(Cc2ccc(OC)cc2)C=C(C(=O)OC)C1c1ccsc1 | -9.2 | i
Cc1ccc(S(=O)(=O)N2CCCCC2)cc1NC(=O)COC(=O)CNC(=O)c1cc(Cl)cc([N+](=O)[O-])c1 | -17.3 | i
CCN(CCNC(=O)c1ccc(CSc2nc3ccncc3[nH]2)cc1)c1ccccc1 | -18.1 | i
Cc1ccc(SCC(=O)OCC(=O)NC2CCCCCC2)cc1 | 6.6 | i
CCOc1cc(CNc2ccc3c(c2)CCC3)ccc1O | -35.8 | i

Next section:
SMILES | OX1R antagonist | CHT PAM
COc1ccc(NC2CCCN(C(=O)c3cc(CC(C)C)nc(N)n3)C2)cc1 (configuration not stated) | -28.1 | i
O=C(CSc1nncs1)NNC(=O)c1ccco1 | -5.5 | x
C=CCn1c(SCC(=O)NCc2cccs2)nnc1C1CCCCC1 | 2.9 | i
COc1ccc(NC(=O)CCNC(=O)c2ccccc2)cc1S(N)(=O)=O | -13.6 | i
CCOC(=O)c1sc(SC)c2c1CCC/C2=N/OC | -38.0 | i
CCn1c(-c2cccc(S(=O)(=O)N3CCCC3)c2)n[nH]c1=S | -21.3 | i
CCOC(=O)NCc1ccc(S(=O)(=O)Nc2ccccc2C)cc1 | -2.1 | i
Cc1ccc2sc(=O)[nH]c2c1 | -15.7 | i
CCOc1ccc(S(=O)(=O)Nc2cccc(C(=O)NCC(C)(C)N3CCOCC3)c2)cc1 | -13.9 | i
Cc1csc(NC(=O)CSc2nccn2Cc2ccco2)n1 | -10.1 | i
N#C/C(=N\Nc1ccc(Cl)cc1)C(=N)N1CCCCCC1 | 24.4 | i
CC(C)[C@H](NS(=O)(=O)c1ccc(Cl)cc1)C(=O)OCC(=O)NCCN1C(=O)CSC1=O | -16.3 | i
Cc1ccc(S(=O)(=O)N2CCCC(C(=O)NCC3CCCO3)C2)cc1 (configuration not stated) | -19.8 | i
CC1CCCCC1NC(=O)COn1nnc2ccc(Cl)cc21 (configuration not stated) | -9.1 | i
CSc1ccccc1NC(=O)CN(C)CC(=O)Nc1ccc(N2CCOCC2)cc1 | -7.9 | i
O=C(O)CC(NC(=O)COc1ccccc1)c1cccc([N+](=O)[O-])c1 (configuration not stated) | -8.7 | i
CC(=O)Nc1ccc(S(=O)(=O)N(C)CCOCc2ccccc2)cc1 | -11.8 | i

Screening results (PubChem BioAssay)
